GPR151 ag – activates the human receptor GPR151 | Q8TDV0 | PathHunter beta-arrestin GPR151 cells, luminescence | activation, % at 11.2 µM | 1% of 650,000 active | AID 1508602; in the data active = activation above about 4.9%;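 note: 0% = median of compound wells and 100% = cells with positive control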
FBW7 activator – activators of human E3 ligase FBW7 | Q969H0 | AlphaScreen FBW7–phospho-cyclin E peptide binding, activator screen | normalized activity (activation), % at 26.1 µM | 0.13% of 650,000 active | AID 1259310; in the data active = normalized activity above about 1.9%;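 note: purified mutant Fbw7 with reduced substrate affinity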
Target sequence (Q969H0 whole entry, looked up): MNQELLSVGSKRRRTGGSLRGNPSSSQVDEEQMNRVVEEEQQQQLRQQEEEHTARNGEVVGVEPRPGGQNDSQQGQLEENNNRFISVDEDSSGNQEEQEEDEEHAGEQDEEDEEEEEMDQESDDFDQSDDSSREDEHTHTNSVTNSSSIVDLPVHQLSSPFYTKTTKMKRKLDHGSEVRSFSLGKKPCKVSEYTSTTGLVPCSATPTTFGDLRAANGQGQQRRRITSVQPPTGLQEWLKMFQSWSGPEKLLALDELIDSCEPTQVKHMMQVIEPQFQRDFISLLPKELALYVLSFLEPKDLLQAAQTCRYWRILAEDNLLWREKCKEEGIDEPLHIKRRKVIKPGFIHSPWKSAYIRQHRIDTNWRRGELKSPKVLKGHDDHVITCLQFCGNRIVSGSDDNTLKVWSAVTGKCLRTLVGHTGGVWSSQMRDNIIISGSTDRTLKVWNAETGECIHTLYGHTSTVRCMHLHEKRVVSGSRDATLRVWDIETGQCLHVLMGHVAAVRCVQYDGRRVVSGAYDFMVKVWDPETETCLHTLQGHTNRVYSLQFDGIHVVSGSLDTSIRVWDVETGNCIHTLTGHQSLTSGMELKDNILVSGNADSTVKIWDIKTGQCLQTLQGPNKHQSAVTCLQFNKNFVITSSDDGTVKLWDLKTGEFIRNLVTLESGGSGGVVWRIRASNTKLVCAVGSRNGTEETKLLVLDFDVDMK
MITF inh – inhibitors of human MITF; O75030; AlphaScreen MITF homodimerization, bead proximity signal; inhibition, % at 2.6 µM; 0.91% of 650,000 active; AID 1259374; in the data active = inhibition above about 50%;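 note: 0% = vehicle wells with protein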
TEAD-YAP block – TEAD-YAP interaction inhibition | HEK-TIYL cells, TEAD-Gal4/YAP UAS-luciferase luminescence | inhibition, % at 9.12 µM | 1.4% of 640,000 active; in the data active = inhibition above about 32%;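 note: 0% = median of test compound wells and 100% = reference inhibitor wells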
An asterisk follows results filed as active; nt = not tested or not shown.

item	smiles	GPR151 ag	FBW7 activator	MITF inh	TEAD-YAP block
1	Cn1c(C(O)c2ccc3c(c2)OCO3)nc2ccccc21 (stereo not given)	1.2	-0.1	3.2	2.4
2	CCOc1ccc(NC(=O)C2CC3CCCC(C2)C3=O)cc1 (stereo not given)	2.5	0.1	-7.9	-5.9
3	Cn1c(=S)[nH]c2cc(Cl)ccc2c1=O	-0.2	0.4	11.5	5.7
4	O=C(O)c1ccc(Sc2nnn(-c3ccccc3)n2)c([N+](=O)[O-])c1	-1.9	0.1	16.3	-1.7
5	Cc1ccc(-c2cc3nc(-c4ccc(Br)cc4)cc(N)n3n2)cc1	0.9	0.0	-8.0	-11.3
6	COc1cc(C(=O)Nc2cnc(NC(=O)c3ccccc3F)cc2C)cc(OC)c1OC	-0.3	0.1	10.9	4.4
7	CCOC(=O)c1ccc(NC(=O)c2cc(OC)c(OC)cc2OC)cc1	3.3	-0.3	0.3	-13.5
8	CC(C)n1cnc2c(N)nc(Nc3cnccn3)nc21	-1.4	-0.1	9.7	9.8
9	COc1ccc(C2(C)NC(=O)N(CC(=O)NC3CCCC3)C2=O)cc1 (stereo not given)	-0.4	0.7	11.9	3.9
10	Oc1ccc(C2Nc3ccccc3-c3nnc(SCc4ccc(Cl)cc4)nc3O2)cc1O (stereo not given)	-0.2	-0.2	3.3	-0.4
11	S=C(NCC1CCCO1)Nc1ccc2c(c1)CCC2 (stereo not given)	0.1	-0.2	4.7	-26.1
12	O=[N+]([O-])c1cc(Cl)ccc1N1CCN(S(=O)(=O)c2ccc(Cl)cc2)CC1	0.0	-0.6	4.5	5.9
13	CCC(=O)Oc1c(Br)cc(C=O)cc1OC	-0.1	0.0	-1.9	-16.3
14	COc1ccc(C(=O)NCC(C)C)cc1Cl	0.5	0.3	2.0	-13.8
15	COc1ccc(/C=N\NC(=O)c2ccc(=O)[nH]n2)cc1O	-1.0	-0.1	-0.4	-3.8
16	O=C(Cn1ncc2c1-c1ccccc1OC2)Nc1cccnc1	-1.3	0.3	9.6	-0.9
17	O=C(CC1(c2ccccc2)CC(=O)N(Cc2cccnc2)C1=O)N1CC[C@@H]2CCCC[C@H]2C1 (stereo not given in full)	9.5*	0.0	2.6	-3.8
18	Cc1nonc1OCCN1CCN(c2ccc(Cl)cc2[N+](=O)[O-])CC1	-0.8	0.1	1.4	5.1
19	Cc1nn(CC(=O)NCc2ccccc2F)c(=O)c2cccn12	-0.3	0.0	1.4	-9.7
20	C=CCOC(=O)COc1ccc2c(-c3ccc(OC)cc3)cc(=O)oc2c1	-1.0	0.0	10.5	9.7
21	C=C(C)CNC(=S)N/N=C/c1ccc(O)c(OC)c1	-0.7	0.0	5.8	0.5
22	CCn1c(SCC(=O)NCc2ccc(OC)cc2)nc2c(-c3ccc(C)cc3)csc2c1=O	1.3	0.0	2.7	4.2
23	COc1ccc(C(=O)Nc2ccc(N(C)C(C)=O)cc2)cc1OC	-4.8	0.1	5.7	-12.5
24	CCCC(=O)C1=C(OC)CC(C)(C)C(C(=O)OC)C1=O (stereo not given)	-0.2	-0.1	-10.8	0.6
25	CC(C)[C@H](NC(=O)c1ccc(F)cc1)C(=O)Nc1ccc(S(=O)(=O)N2CCCC2)cc1	-2.7	-0.1	-6.3	-4.3
26	FC(F)(F)c1ccc(Cn2cnc3c(NCCN4CCOCC4)nc(Nc4cnccn4)nc32)cc1	-0.9	0.2	3.7	-3.8
27	Clc1ccc(-c2nnc(N3CCCC3)nn2)cc1	4.9	-0.1	11.7	-55.6
28	COc1ccc(C(C)(C)C)cc1NC(=O)C1CC(=O)N(c2ccc(OC(C)C)cc2)C1 (stereo not given)	-1.5	0.4	22.4	2.6
29	O=C(Nc1ccccc1)c1ccc2c(c1)C(=O)N(CCC1=CCCCC1)C2=O	-0.3	0.0	0.8	0.2
30	CCOc1ccc(N2CC(C)Cn3c2nc2c3c(=O)[nH]c(=O)n2C)cc1 (stereo not given)	-1.2	-0.2	-2.8	-4.1

Reprinted from the part before: 2 entries, followed by the next part.
item	smiles	GPR151 ag	FBW7 activator	MITF inh	TEAD-YAP block
29	O=C(Nc1ccccc1)c1ccc2c(c1)C(=O)N(CCC1=CCCCC1)C2=O	-0.3	0.0	0.8	0.2
30	CCOc1ccc(N2CC(C)Cn3c2nc2c3c(=O)[nH]c(=O)n2C)cc1 (stereo not given)	-1.2	-0.2	-2.8	-4.1
31	CN(C)c1ccc(/C=C/C2N(Cc3ccccc3)CCCN2Cc2ccccc2)cc1	-1.4	0.0	-10.7	-4.0
32	O=C(NC(c1ccc(Cl)cc1)c1ccsc1)C1CCN(C(=O)c2ccco2)CC1 (stereo not given)	0.5	0.2	-2.0	-0.9
33	COc1cc(C)ccc1N(CCCN1C(=O)c2cccc3cccc(c23)C1=O)C(=O)c1cccs1	-0.2	0.0	-26.0	11.7
34	Cc1cc(C)nc(NS(=O)(=O)c2ccc(NC(=O)NC(=O)N(C)S(C)(=O)=O)cc2)n1	-1.9	0.3	9.2	3.3
35	Cc1cccc2cc(/C=C3\SC(=S)NC3=O)c(N3CCOCC3)nc12	-0.4	0.1	9.9	5.4
36	CC(C)=CCN1CCNC(=O)C1CC(=O)N(Cc1ccccc1)Cc1scnc1C (stereo not given)	1.0	0.1	12.8	1.4
37	Oc1ccc(CCNc2nc(Nc3ccccn3)nc3c2ncn3C2CCCCC2)cc1	2.3	-0.1	3.9	17.8
38	Cc1cccc(C(C)(C)C)c1Sc1cc(NCCCO)c([N+](=O)[O-])c2nonc12	-0.3	-0.1	5.0	12.9
39	COc1ccc(CCNC(=O)c2cc(S(=O)(=O)N3CCc4ccccc43)ccc2F)cc1OC	-0.4	-0.2	-10.9	2.0
40	O=c1nc(SCc2cccc3ccccc23)c2c(n1Cc1cccnc1)CCCC2	0.0	0.1	-11.2	-18.8
41	C=CCOC(=O)/C(=C\c1ccc2c(c1)OCO2)NC(=O)c1cccc(Br)c1	-0.1	0.0	8.0	-13.7
42	N#Cc1ccccc1NC(=O)COC(=O)C12CC3CC(CC(Br)(C3)C1)C2	2.8	0.3	1.9	5.1
43	CCC(C(=O)O)n1cnc2sc(C)c(-c3ccccc3)c2c1=O (stereo not given)	4.1	-0.1	-14.8	5.0
44	Cc1cc(NC(=O)COc2ncnc3c2cnn3-c2ccccc2)no1	-1.5	0.5	3.3	6.2
45	CC(=O)c1ccc(OCc2cc(C(=O)N3CCCC3)no2)cc1	-1.2	0.1	-5.1	-28.4
46	O=C(O)C1CCCCC1C(=O)NCc1ccccn1 (stereo not given)	0.3	-1.3	19.3	5.9
47	CCc1ccc(C2(C)SC(NC(C)=O)=NN2C(C)=O)cc1 (stereo not given)	0.2	-0.1	7.8	-6.0
48	CCCNC(=O)COC(=O)[C@H](C)Nc1ccc(C(F)(F)F)cc1[N+](=O)[O-]	-1.3	0.1	14.3	4.2
49	O=C(Nc1cccc(Br)c1)c1ccccc1F	-2.1	-0.1	1.5	-27.3
50	Cc1ccccc1C1C2=C(CCCC2=O)OC2=C1C(=O)CCC2	-0.6	0.0	11.6	14.4
51	CC(=N)c1c(O)c2cc([N+](=O)[O-])ccc2oc1=O	5.7*	-0.2	0.2	9.0
52	Oc1cccc(-c2cnn3c(NCc4ccccn4)ccnc23)c1	-0.9	-1.1	14.5	56.2*
53	COc1ccc(-c2nnc(-c3ccc(Br)o3)o2)cc1OC	-1.4	-0.1	-4.5	-30.6
54	NC(C(=O)O)c1nn[nH]n1 (stereo not given)	1.4	0.0	7.7	nt
55	Cc1ccc(S(=O)(=O)N(CC(=O)N2CCN(c3ccc(F)cc3)CC2)Cc2ccc(Cl)c(Cl)c2)cc1	-0.6	0.0	15.6	2.9
56	COc1ccc(NC(=O)c2cc3cccc(OC)c3oc2=Nc2ccc(C(=O)O)cc2)cc1	-1.6	-0.1	0.2	11.2
57	O=C(O)c1c(Cl)ccc(S(=O)(=O)N2CCOCC2)c1Cl	-0.6	0.1	-8.6	5.5
58	Cc1cccc(N2CCN(C(=O)Cn3cccc3)CC2)c1C	2.9	-0.2	3.5	-6.5
59	O=C(Nc1ncc2c(n1)CC(c1cccs1)CC2=O)c1ccc(F)cc1 (stereo not given)	-2.0	-0.1	-4.7	-9.2
60	CC1Oc2ccccc2N(CC(=O)NCCO)C1=O (stereo not given)	2.5	-0.5	-1.6	0.7
61	COc1cccc2cc(-c3nc4ccccc4[nH]3)c(=Nc3ccc(Cl)cc3Cl)oc12	-0.2	-0.1	0.4	-71.1
62	CCCn1c(SCC(=O)N2c3ccccc3CC2C)nnc1-c1ccncc1 (stereo not given)	-0.2	-0.1	-2.3	9.5
63	CCOc1cc(C=C2C(=O)c3ccccc3C2=O)cc(I)c1O	-1.1	0.1	22.4	-7.3
64	COCCn1c(SCC(=O)N2CCc3ccccc32)nnc1C(C)C	-0.4	0.1	1.3	2.7
65	CCN(c1ccc(NC(=O)CSc2nccn2C)cc1)C(C)C	-0.5	-0.2	4.2	-31.6
66	O=C1N[C@@H](COCc2ccccc2)C(=O)N2CCN(C(=O)NC3CCCCC3)C[C@H]12	2.2	-0.1	72.0*	-0.8
67	COc1ccc(-n2cc(-c3ccccc3)c3c(Nc4ccc(C)c(C)c4)ncnc32)cc1	-1.7	0.0	7.1	4.2
68	COc1ccc([N+](=O)[O-])cc1NC(=O)/C=C/c1ccc2c(c1)OCO2	-0.1	0.2	3.3	7.2
69	COCCOC(=O)C1=C(C)NC(=O)NC1c1cn(-c2ccccc2)nc1-c1cccs1 (stereo not given)	1.4	0.1	-14.9	10.7
70	Cc1c(C(=O)OCC(=O)c2cccc([N+](=O)[O-])c2)cc([N+](=O)[O-])cc1[N+](=O)[O-]	0.4	1.1	15.3	10.4
71	Cc1cccc(C(=O)N2CCCN(C(=O)c3cccc(C)c3)CC2)c1	-0.6	0.3	40.8	7.8
72	O=C1[C@@H]2CSC(c3ccc(Br)cc3)N2C(=S)N1c1ccc(F)cc1 (stereo not given in full)	-0.6	0.1	-7.5	8.4
73	O=C(Cc1cn(-c2ccc(NCCCN3CCCC3=O)nn2)c2ccccc12)Nc1ccc(Oc2ccccc2)cc1	-1.7	0.1	9.9	-19.1
74	CC(=O)OC[C@H]1O[C@H](C#Cc2ccccc2)C=C[C@@H]1OC(C)=O	0.3	0.0	0.4	nt
75	CCn1c(O)c(C=Nc2ccc(C)cc2)c(=O)n(CC)c1=S	-0.5	0.1	4.2	2.5
76	CCOC(=O)C1(CC)NC(c2ccc(OC)cc2)C2C(=O)N(CC)C(=O)C21 (stereo not given)	-0.1	0.2	1.0	11.8
77	COc1ccc(CN2CCN(Cc3ccc(NC(C)=O)cc3)CC2CCO)c(F)c1 (stereo not given)	-1.2	0.1	9.9	-0.5
78	CCOC(=O)C1CCN(C=Nc2cc(C)on2)CC1	-1.1	0.4	11.5	-1.1
79	Cc1cc(C)c(C(=O)N2CCC(C(Cc3ccccc3)N(C)C(=O)c3ccn(C)n3)CC2)[nH]1 (stereo not given)	-0.2	0.0	0.3	10.6
80	CC(C)n1cnc2c(Nc3ccccc3)nc(Nc3cccc(N(C)C)c3)nc21	-1.8	1.8	12.3	-54.0
81	Cc1sc2ncn(CC(=O)N(C)Cc3ccccc3)c(=O)c2c1C	0.4	-0.1	2.1	10.4
82	CCCCCCc1cc2cc(/C(N)=N/NC(=O)c3ccc([N+](=O)[O-])cc3)c(=O)oc2cc1O	0.9	0.5	46.4	-0.4
83	O=C(CSc1nc2[nH]ncc2c(=O)[nH]1)Nc1ccccc1F	-3.1	0.0	17.2	13.2
84	COc1ccc(O)c(/C=N/NS(=O)(=O)c2ccc(Cl)cc2)c1	-1.2	-0.1	4.4	11.8
85	O=S(=O)(c1ccc(Cl)cc1)c1ccc(Oc2ccc(Oc3ccc(S(=O)(=O)c4ccc(Cl)cc4)cc3)cc2)cc1	0.5	-0.2	6.9	-0.4
86	Cc1ccccc1C(OCC(O)CN(C)C1CCN(C)CC1)c1ccccc1 (stereo not given)	0.0	-0.1	29.4	2.2
87	CCOC(=O)C(C)Oc1ccc2cc(-c3ccc(OC)c(OC)c3)c(=O)oc2c1 (stereo not given)	-8.4	2.3*	-11.7	6.5
88	COc1ccc(CNC(=O)Cn2nc3c4ccccc4nc(C4CC4)n3c2=O)cc1	2.1	0.0	-1.5	-1.2
89	COc1cccc(C(=O)N2CCc3cc(OC)c(OC)cc3C2C)c1 (stereo not given)	-0.7	0.5	-4.4	17.2
90	Oc1ccccc1C1=NOC(O)(C(F)F)C1 (stereo not given)	0.3	-0.1	-5.3	7.7
91	O=S(=O)(NCc1ccccc1)c1cnc[nH]1	-0.1	0.1	23.0	6.4
92	COc1ccc(-n2nc3c(c2NC(=O)c2cccc([N+](=O)[O-])c2C)CSC3)cc1	-1.0	0.0	7.0	11.7
93	CC(=O)NCC1CCC2(CCN(Cc3ccc4ccccc4c3)CC2)O1 (stereo not given)	-0.3	-0.3	-5.4	-7.2

Results in sequence from the list.
GPR151 ag, compounds 66–73, in order: 2.2, -1.7, -0.1, 1.4, 0.4, -0.6, -0.6, -1.7
TEAD-YAP block, compounds 66–73, in order: -0.8, 4.2, 7.2, 10.7, 10.4, 7.8, 8.4, -19.1

In the list so far, two have a furan ring, fused or not:
item	smiles	GPR151 ag	FBW7 activator	MITF inh	TEAD-YAP block
32	O=C(NC(c1ccc(Cl)cc1)c1ccsc1)C1CCN(C(=O)c2ccco2)CC1 (stereo not given)	0.5	0.2	-2.0	-0.9
53	COc1ccc(-c2nnc(-c3ccc(Br)o3)o2)cc1OC	-1.4	-0.1	-4.5	-30.6

Assay outcomes (PubChem BioAssay)
